FECH inh – inhibitors of human ferrochelatase; calls only at 10 µM (by protocol); 20,000 tested, 3.3% active; purified FECH, Ni-mesoporphyrin absorbance 550 nm; P22830;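 active means enzyme reaction rate more than 3 SD below the solvent-only control wells on the same plate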;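 further: lower slope than DMSO wells means FECH inhibition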
Target sequence (P22830 whole entry, looked up): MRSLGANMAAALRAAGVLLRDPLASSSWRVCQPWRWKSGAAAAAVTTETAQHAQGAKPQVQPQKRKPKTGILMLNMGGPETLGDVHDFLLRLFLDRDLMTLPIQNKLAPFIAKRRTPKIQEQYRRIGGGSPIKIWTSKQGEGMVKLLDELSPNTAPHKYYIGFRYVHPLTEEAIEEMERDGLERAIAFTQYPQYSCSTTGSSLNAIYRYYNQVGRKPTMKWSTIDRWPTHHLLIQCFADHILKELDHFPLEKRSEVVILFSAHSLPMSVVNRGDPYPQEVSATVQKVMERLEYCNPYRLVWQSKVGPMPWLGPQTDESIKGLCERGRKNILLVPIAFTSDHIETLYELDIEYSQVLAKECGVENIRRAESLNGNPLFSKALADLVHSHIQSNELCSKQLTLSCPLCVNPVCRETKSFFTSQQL
Calls only; i = inactive; + = active, no number. Only part of the results is shown, so the mix of outcomes need not match the whole.

SMILES	FECH inh
COc1c(F)cc(-c2cccc3c2OC(CN)C3)cc1F (stereo unspecified)	i
CC(C)(C)n1ccc(C(=O)N2C[C@@H](C(=O)O)C[C@@H](C(=O)NC3CC3)C2)c1	i
O=C(Cn1nc(N2CCN(c3ccc(F)cc3)CC2)ccc1=O)NCCCc1ccco1	i
CCOC(=O)C1CCN(C(=O)CN2C(=O)C3CCCCN3c3ccc(C(=O)N(C)C)cc32)CC1 (stereo unspecified)	i
O=C1CC2(CCN(C(=O)c3cccc(Cl)c3)CC2)CN1	i
Cc1cc(NC(=O)c2cccc(C(F)(F)F)c2)n(-c2ncnc3c2cnn3-c2ccc(F)cc2)n1	i
Cc1ccccc1-c1cc(N2CCN(S(=O)(=O)c3c(C)noc3C)CC2)ncn1	i
Cc1cnn(CC2CCN(C(=O)c3cn[nH]n3)CC2)c1	i
COc1ccc(CNC(=O)CN2CCCN(Cc3cccc(C)c3)S2(=O)=O)cc1	i
O=C(NC1CC1)c1nc[nH]c1C(=O)NC1CCCCNC1=O (stereo unspecified)	+
CCOC(=O)Cn1c(=O)n(-c2ccc(C)c(C)c2)c2nc(-c3cccs3)nc(C(N)=O)c21	i
CCCc1ccc(S(=O)(=O)NCCn2c(-c3ccc(C)cc3)nc3cccnc32)cc1	i
CCc1ccccc1NC(=O)NCCn1c(-c2ccncc2)nc2cccnc21	i
CC(C)(CN1CCCC1)Nc1nc(CCN)nc2ccccc12	i
NS(=O)(=O)c1ccc(NC(=O)c2cc(-c3ccccc3)on2)cc1	i
O=S(=O)(NCc1nc2cccnc2n1Cc1ccc(Cl)cc1)c1cccc(Cl)c1	i
Cc1nc(CN2C[C@H]3OC(=O)N(CCCN4CCOCC4)[C@H]3C2)no1	i
Cn1cnnc1Sc1ccc(-c2nccn2-c2ccc(F)cc2)o1	i
COC(=O)[C@@H]1C[C@@H](NC(=O)c2cc(N)ccn2)CN1C	i
CC(C)N1CCN(C(=O)CCNC(=O)c2cccc3ccnn23)CC1	i
COc1ccc(-c2ncc3c(=O)n(Cc4cccc(Cl)c4)c(=O)n(C)c3n2)cc1	i
CCn1c(C(O)c2ccccc2)n[nH]c1=O (stereo unspecified)	i
O=S(=O)(c1ccc(-c2ccccn2)s1)N1CCn2cncc2C1	i
CC(C)CCC1=NC2(CCN(C(=O)Cn3cccn3)CC2)C(=O)N1	i
Cc1nn(-c2ccc(F)cc2)c(C)c1C(=O)N1CCn2c(C(N)=O)cnc2C1	i
CCOc1ccccc1-c1nc(Cn2c(=O)c3cnc(-c4ccc(C)cc4)nc3n(C)c2=O)c(C)o1	i
CCS(=O)(=O)N1CCN(c2nc(C)cc(N3CCOCC3)n2)CC1	i
COCc1cn(C2CCN(CCC(C)c3ccccc3)CC2)nn1 (stereo unspecified)	i
Cc1ccc(NC(=O)CCNC(=O)c2cccc3ccnn23)cc1	i
Cc1ccc(N2C(=O)CCS2(=O)=O)cc1S(=O)(=O)Nc1ccccc1C(C)(C)C	i

4 entries picked at random from those above, as already listed:
SMILES	FECH inh
O=C(NC1CC1)c1nc[nH]c1C(=O)NC1CCCCNC1=O (stereo unspecified)	+
Cc1ccc(N2C(=O)CCS2(=O)=O)cc1S(=O)(=O)Nc1ccccc1C(C)(C)C	i
COc1c(F)cc(-c2cccc3c2OC(CN)C3)cc1F (stereo unspecified)	i
CC(C)(CN1CCCC1)Nc1nc(CCN)nc2ccccc12	i

Next section
SMILES	FECH inh
Cn1c(=O)n(CCOc2ccccc2)c(=O)c2cnc(-c3cccnc3)nc21	i
O=C(O)CN1C(=O)C2CCCN2c2ccc(C(=O)N3CCCC3)cc21 (stereo unspecified)	i
CCOC(=O)c1cnn2cc(CN(C)C3CCCc4ccccc43)cnc12 (stereo unspecified)	i
O=C(CN1C(=O)CC(c2ccc(Br)s2)=Nc2ccccc21)NCCCc1ccccc1	i
Cc1cnc(NCc2ccc(C(=O)N3CCCC3)cc2)nc1N(C)C	i
CN(Cc1ccncn1)c1nccc(CCC(F)(F)F)n1	i
CCc1ccc(CN(C)C(=O)c2cc(=O)n(C)c(=O)n2C)nc1	i
CC(=O)NCC1=CCCN(CC(=O)N2C[C@@H](C)O[C@@H](C)C2)C1	i
CCC(CC)n1ncc(C)c1NC(=O)CC1CCC(=O)N1 (stereo unspecified)	i
Nc1nc(CNC(=O)CC(c2ccccc2)c2ccco2)cs1 (stereo unspecified)	i
Cc1cc(CNC(=O)CC2=CCCCC2)no1	i
CN1C(=O)c2cc(C(=O)NCCc3ccco3)nn2CC1(C)C(=O)NCc1ccc(F)cc1 (stereo unspecified)	i
Cc1cc(N2CCOCC2)nc(N2CCN(S(=O)(=O)c3cc(C)c(C)cc3C)CC2)n1	i
CC(C)N1CCC(C(=O)NCCNS(=O)(=O)c2ccc(Cl)cc2)C1 (stereo unspecified)	i
Cc1ccccc1-c1ccccc1C(=O)NCCC1CN(C)CCO1 (stereo unspecified)	i
Cc1cc(NC(=O)c2cccc(Br)c2)n(-c2ncnc3c2cnn3-c2ccc(F)cc2)n1	i
CCOc1ccccc1C(=O)Nc1cc(C)nn1-c1ncnc2c1cnn2-c1cccc(C)c1C	i
Cc1nonc1CN(C)Cc1cnc2c(-c3ccccc3)cnn2c1	i
CCCn1nc(C)c(CNC2CCN(CC(C)C)CC2)c1C	i
CN1CCN2C[C@@H](NC(=O)C3=NN(C)C(=O)CC3)C[C@H]2C1	i
COc1cccc(CNC(=O)CSc2nc(-c3ccco3)nc3cc(=O)[nH]n23)c1	i
Cc1ccc(-n2c(CN3CCN(S(=O)(=O)c4ccc(Cl)cc4)CC3)nc3cccnc32)cc1	i
Cc1cccc(-n2c(CN3CCN(S(=O)(=O)c4ccc(Cl)cc4)CC3)nc3cccnc32)c1	i
Cc1ccc(C)c(NC(=O)CC(=O)NCCOc2ccccc2)c1	i
CCOCCCNc1nc(Nc2cccc(F)c2)c2cnn(-c3ccccc3)c2n1	i
Cc1ccccc1N1C(=O)N(Cc2ccc(C(C)(C)C)cc2)c2ccccc2S1(=O)=O	i
Cc1ccc(S(=O)(=O)N(Cc2c(F)cccc2Cl)c2nc3nc(C)cc(C)n3n2)cc1	i
CS(=O)(=O)CCC(C(=O)N1CCC(Cc2ccccc2)CC1)N1Cc2ccccc2C1=O (stereo unspecified)	i
Cc1ccn(-c2ccc(NC(C)C)cc2)n1	i
CCn1c(=O)n(CCOc2ccccc2)c(=O)c2cnc(-c3ccc(Cl)cc3)nc21	i
CCCn1cnc(NC(=O)NCCC2CCCCCC2)n1	i
CSc1nc(Nc2cc(Cl)cc(Cl)c2)c(C#N)c(-c2ccccc2)n1	i
CCCn1cnnc1CNC(=O)c1oc2cc(OC)ccc2c1C	i
CN1C(=O)c2ccccc2Sc2cc(-c3noc(CNC(=O)c4ccccc4)n3)ccc21	+
Cc1nn(C)c(C)c1C(C)NC(=O)c1cc(-n2cccn2)ccc1Cl (stereo unspecified)	i
CC(=O)NCCc1cn(-c2ccc3c(c2)CCCN3C(C)=O)cn1	i
O=C(O)C1CC(=O)N(CCc2cccnc2)C1 (stereo unspecified)	i
Cc1cc(C)n2nc(CN(C(=O)c3ccccc3)c3ccc(F)cc3)nc2n1	i
CCCC(NC(=O)c1cccc(-n2cnnc2)c1)c1ccccc1 (stereo unspecified)	i
COc1ccc(-c2noc(CSCC(=O)Nc3ccc(F)cc3)n2)cc1OC	i
Cc1nc2nc(Cc3cccc(F)c3)[nH]n2c(=O)c1C	i
CCc1ccc(-n2c(CN3CCN(S(=O)(=O)c4ccc5c(c4)CCC5)CC3)nc3cccnc32)cc1	i
Cc1nn(C)c(Cl)c1S(=O)(=O)N[C@@H]1CC[C@@H](N)C1	i
CCc1cc(N(C)Cc2n[nH]c3c2CCC3)nc(N2CCOCC2)n1	i
CN(Cc1ncc[nH]1)C(=O)C1=NNC(=O)CC1	i
CCn1c(CNS(=O)(=O)c2ccccc2C)nc2cccnc21	i
COc1nc2ccccc2cc1-c1cc(C)ccc1OCC(N)=O	i
COc1ccc(OC)c(NS(=O)(=O)c2cc(N3C(=O)CCS3(=O)=O)ccc2OC)c1	i
O=C(O)CSc1nnc(-c2cnccn2)n1-c1cccc(Cl)c1	i
Cc1noc(C)c1S(=O)(=O)NCc1nc2cccnc2n1C1CCCC1	i
COc1ccc(C)cc1NC(=O)CN1C(=O)CCc2cc(S(=O)(=O)N3CCCC3)ccc21	i
COc1ccc2oc(CNC(=O)c3cc(CC(C)C)[nH]n3)nc2c1	i
Cc1cccc(-c2ncc(-c3nccn3CCCc3nn[nH]n3)cn2)c1	i
CN(C)C1CCCN(C(=O)c2csc(-c3cccs3)n2)CC1 (stereo unspecified)	i
Cc1cc(=O)[nH]c(SCc2nc(-c3ccccc3C)oc2C)n1	i
CC1CCN(c2nc(Nc3ccc(F)cc3)c3cnn(-c4ccccc4)c3n2)CC1	i
CCN(CC)CCNc1nc(Nc2ccccc2C)c2cnn(-c3ccccc3)c2n1	i
O=C(NCc1ccc2c(c1)OCO2)c1ccc(CN2C(=O)CCn3nc(-c4ccccc4)cc32)cc1	i
COc1cccc(-c2ccc(C(=O)c3ncc[nH]3)cc2)c1OC	i
COc1ccc(S(=O)(=O)Nc2cnc(N3CCOCC3)c(C(=O)O)c2)cc1Cl	i

In another format: three of the compounds above
| FECH inh | canonical_smiles |
| --- | --- |
| i | CCc1cc(N(C)Cc2n[nH]c3c2CCC3)nc(N2CCOCC2)n1 |
| i | CN(Cc1ncc[nH]1)C(=O)C1=NNC(=O)CC1 |
| i | CCn1c(CNS(=O)(=O)c2ccccc2C)nc2cccnc21 |

The listing continues.
SMILES	FECH inh
CN1CC2(CCCN(C(=O)CC3=CSC4=NCCCN34)CC2)OC1=O (stereo unspecified)	i
CC(C)Cc1ccc(S(=O)(=O)NCc2nc3cccnc3n2Cc2ccccc2)cc1	i
O=C1NCC(=O)N2C[C@H](NC(=O)C3(c4ccc(Cl)cc4)CCC3)C[C@@H]12	i
Cc1ccc(-c2nn(C(C)C(=O)Nc3c(C)cccc3C)c(=O)c3c2CCCC3)cc1S(N)(=O)=O (stereo unspecified)	i
CCCc1cc(N2C[C@H]3C[C@H](O)[C@H](O)C[C@H]3C2)nc(C)n1	i
O=C(NC1CC1)C1CN(Cc2cccn2-c2nccs2)CCN1 (stereo unspecified)	i
O=C(CN1CCC[C@H]1CN1CCCC1)NCCc1ccc(F)cc1	i
CCN(CC)CCNc1nc(Nc2cccc(Cl)c2)c2cnn(-c3ccccc3)c2n1	i
CCCCN(C(=O)CCNC(C)=O)C1CCCCCC1	i
COc1ccccc1/C=C/CN1CCN(C)C(C(=O)O)C1 (stereo unspecified)	i
O=C(c1cn(CC2CCCNC2)nn1)N1CCc2[nH]ncc2C1 (stereo unspecified)	i
CCOc1ccc(S(=O)(=O)Nc2cnc(N3CCCCCC3)c(C(=O)O)c2)cc1	i
CCN(CC)c1ncc(NS(=O)(=O)c2ccc(Cl)s2)cc1C(=O)O	i
Cc1ccc(CNC(=O)C2CCN(c3ccc(-c4cccs4)nn3)CC2)o1	i
Cc1cnc(-c2c(-c3ccccc3)ncn2CCCc2ccncc2)[nH]1	i
CCC(CO)N(Cc1ccsc1)Cc1cccc2c1OCO2 (stereo unspecified)	i
CCc1cnc(C)nc1N1CCN(C(C)C)C(CC)C1 (stereo unspecified)	i
COC(=O)c1cc(S(=O)(=O)N2CCCC2C(=O)Nc2cccc(C)n2)cn1C (stereo unspecified)	i
O=C(NCc1cccnc1N1CCc2ccccc2C1)c1n[nH]c2c1CCC2	i
CC(C)N(Cc1nccn1C)C(=O)c1ccc(-n2ccnc2)cc1	i
O=C(NCc1ccccc1-n1ccnc1)c1c[nH]c(=O)cn1	i
Cc1ccc(S(=O)(=O)NCc2nc3cccnc3n2C2CCCC2)c(C)c1	i
COc1ccc(-n2c(CCCN3CCOCC3)n[nH]c2=O)cc1	i
O=C(CN1CCOc2ccccc2C1)NCCc1n[nH]c2c1CCCC2	i
CC(C)C(C)n1nccc1NC(=O)Cn1cnc2ccsc2c1=O (stereo unspecified)	i
Cc1nnnn1-c1cccc(-c2n[nH]c(Cc3ccccc3)n2)c1	i
C=CCN(C(=O)c1csc(CC)c1)C(C)C	i
COc1ccc(N2C(=O)CCS2(=O)=O)cc1S(=O)(=O)Nc1cccc(C)c1C	i
Cc1ccc(NC(=O)CNCc2cnn(-c3cccc(F)c3)c2)c(C)c1	i
OC[C@H]1CCN(c2ncccc2Cl)C[C@@H]1O	i
Cc1cccc(-c2ccc(N3CCCC(C(=O)NCC(C)C)C3)nn2)c1 (stereo unspecified)	i
Cc1cc(C)n(CC(C)n2cnc3sc4c(c3c2=O)CCNC4)n1 (stereo unspecified)	i
COc1cccc(C(=O)Nc2ccc(Nc3nc(C)cc(N(C)C)n3)cc2)c1	i
CCCCNC(=O)C1CCC(Cn2c(=O)c3sccc3n(CC(=O)NC(C)CC)c2=O)CC1 (stereo unspecified)	i
O=C1CCS(=O)(=O)N1c1ccc(S(=O)(=O)NCc2ccc(Cl)cc2)cc1	i
OCCn1c(/C=C/c2ccccc2)nc2ccccc21	i
CCn1c(CNS(=O)(=O)c2ccccc2F)nc2cccnc21	i
COc1cccc(CCn2ccnc2-c2ccco2)c1OC	i
O=c1cc(CNc2cccc(Cl)c2)nc2nc(NCc3ccccc3)[nH]n12	i

Some of these compounds in order of count of non-hydrogen atoms, lowest first:
SMILES	FECH inh
OCCn1c(/C=C/c2ccccc2)nc2ccccc21	i
Cc1cccc(-c2ccc(N3CCCC(C(=O)NCC(C)C)C3)nn2)c1 (stereo unspecified)	i
COc1cccc(C(=O)Nc2ccc(Nc3nc(C)cc(N(C)C)n3)cc2)c1	i
